Vif-A3F inh: Vif-A3F binding inhibition. HeLa A3F-eYFP + Vif (tagged APOBEC3F with the HIV-1 protein that degrades it), YFP fluorescence increase. 390,000 tested, 0.2% active. Potency, µM (highest dose often 46.1 µM), inactives show at the highest dose activity, negative = active; note: potency is the fitted concentration of half-maximal effect; % of control where 0% means no effect; nearly all actives have a fitted effect of over 65% in size
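HeLa cells stably expressing Vif plus C-terminally eYFP-tagged A3F were seeded, incubated overnight at 37 deg C, dosed with compound, incubated overnight again at 37 deg C. Yellow fluorescence (Ex 488/Em 500-530) reported blocked Vif-mediated A3F-eYFP degradation.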
RXFP1 agonist: RXFP1 (human) receptor agonism; Potency, µM (titrated, usually from 57.5 µM), without a hit: top-dose activation, hits mostly activators; 370,000 tested, 0.3% active; Q9HBX9; AID 2676; HEK293T-RXFP1 cAMP TR-FRET, 30 min; response scale: percent of porcine relaxin response, buffer zero; note: potency is the fitted concentration of half-maximal effect; % is set by controls: 0 for no effect and ±100 for the full control effect; nearly all actives have a fitted effect of over 60% in size; many of its hits are not listed in these tables
Target sequence (Q9HBX9 whole entry, looked up): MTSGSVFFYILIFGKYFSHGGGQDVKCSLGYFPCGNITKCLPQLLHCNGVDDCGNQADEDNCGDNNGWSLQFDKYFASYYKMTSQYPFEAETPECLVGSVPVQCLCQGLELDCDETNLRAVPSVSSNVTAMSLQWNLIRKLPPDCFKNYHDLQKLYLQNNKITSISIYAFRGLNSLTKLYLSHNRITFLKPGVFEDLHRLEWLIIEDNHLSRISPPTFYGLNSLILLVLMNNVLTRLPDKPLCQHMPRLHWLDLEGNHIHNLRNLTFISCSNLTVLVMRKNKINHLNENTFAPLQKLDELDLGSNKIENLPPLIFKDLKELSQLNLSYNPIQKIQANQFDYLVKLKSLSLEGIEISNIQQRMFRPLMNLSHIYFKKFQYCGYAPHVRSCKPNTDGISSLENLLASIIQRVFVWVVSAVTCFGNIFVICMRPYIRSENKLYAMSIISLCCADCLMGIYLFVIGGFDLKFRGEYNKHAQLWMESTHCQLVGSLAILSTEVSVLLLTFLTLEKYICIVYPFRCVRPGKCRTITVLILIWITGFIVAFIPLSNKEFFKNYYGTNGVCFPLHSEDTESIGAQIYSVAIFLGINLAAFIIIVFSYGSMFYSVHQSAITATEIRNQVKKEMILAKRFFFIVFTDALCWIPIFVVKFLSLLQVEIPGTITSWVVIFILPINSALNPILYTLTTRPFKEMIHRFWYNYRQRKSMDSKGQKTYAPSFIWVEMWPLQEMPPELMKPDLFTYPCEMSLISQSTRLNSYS
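HEK293T cells stably expressing RXFP1 were pretreated with the PDE4 inhibitor Ro 20174, exposed to compounds for 30 min at 37C, lysed, and cAMP was read by TR-FRET. Data normalized to buffer (basal) and 29 nM porcine relaxin (100%).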
PI4K2A inh: PI4K2A (human) kinase inhibition. purified PI4K2A, ADP-Glo luminescence, 1 h; active compounds read low. activity change, negative = inhibition, % at 76.9 µM. 420,000 tested, 0.13% active; in the data active = activity change below about -50%; inconclusive = mostly about -30% to -49%;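 note: -100% = wells without enzyme as full effect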
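In this quantitative HTS, ADP production by PI4K2A was quantified luminescently after 1 h at ambient temperature; 100 microM adenosine served as plate-quality control.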
Vif-APOBEC3G blk: blocks the Vif interaction with human APOBEC3G. HeLa A3G-eYFP + Vif (tagged APOBEC3G with the HIV-1 protein that degrades it), YFP fluorescence, overnight. Q9HC16. Potency, µM (titrated, usually from 46.1 µM), without a hit: at the top dose activity, negative = active, most hits filed as inhibitors. 410,000 tested, 0.076% active;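 note: potency is the fitted concentration of half-maximal effect; % is set by controls: 0 for no effect and ±100 for the full control effect; nearly all actives have a fitted effect of over 60% in size; hits raise eYFP signal because A3G escapes Vif-driven loss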
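Read-out is eYFP fluorescence (Ex 488/Em 500-530) from Vif-expressing HeLa A3G-eYFP cells; more signal means A3G escaped Vif-mediated degradation. Cells plated overnight, compound pinned in, incubated overnight at 37 deg C.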
Glioma ERSR ind: inducers of ER stress response in human glioma cells. U87-MG GRP78 promoter luciferase reporter, 16 h. Potency, µM, for the others: at the top dose activation, hits mostly activators. 420,000 tested, 0.02% active; note: potency is the fitted concentration of half-maximal effect; series mostly up to about 76 µM; % of control where 0% means no effect; nearly all actives have a fitted effect of over 35% in size
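ERSR induction read as luciferase luminescence (Bright-Glo, 10 min at room temperature) in stably transfected human U87-MG glioma cells exposed to compounds for 16 h, using GRP78 as sensor.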
LDHA inh: blocks human lactate dehydrogenase A | P00338 | purified LDHA, NADH/diaphorase-resazurin fluorescence; active compounds read low | activity change, % (values are at about 110 or 230 µM) | 480,000 tested, 0.15% active | AID 1347041; in the data active = activity change below about -30%; inconclusive = mostly about -25% to -30%;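 note: plate controls were DMSO wells for no effect and wells without enzyme for full effect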
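Resorufin fluorescence (ex540/em590), read at 0 and 20 min after diaphorase/resazurin addition, reports the NADH left after a 5 min room-temperature reaction of 2 nM human LDH5 with 0.06 mM NADH and 0.2 mM pyruvate.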
USP1 inh: inhibitors of human USP1/UAF1 deubiquitinase. O94782. recombinant USP1/UAF1, Ub-Rhodamine cleavage fluorescence. Potency, µM (doses to about 57.1 µM), without a hit: at the highest dose activity change, negative = inhibition, hits mostly inhibitors. 390,000 tested, 0.23% active; note: potency is the fitted concentration of half-maximal effect; % is set by controls: 0 for no effect and ±100 for the full control effect; nearly all actives have a fitted effect of over 60% in size; inactives centre near -12
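Step one: compound is pinned into 1nM USP1/UAF1 in HEPES pH 7.8 buffer with TCEP. Step two: 15 min room-temperature incubation. Step three: Ub-Rho (150nM final) starts cleavage, tracked by fluorescence over six one-minute reads.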
TrxR1 substrate: rat thioredoxin reductase 1 substrate activity; purified TrxR1 substrate turnover, NADPH consumption readout; O89049; AID 588456; 390,000 tested, 0.01% active; Potency, µM (doses to about 114 µM), without a hit: at the top dose activity change, negative = substrate turnover; note: potency is the fitted concentration of half-maximal effect; % is set by controls: 0 for no effect and ±100 for the full control effect; nearly all actives have a fitted effect of over 50% in size
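Rat TrxR1, dispensed at 90 nM, was prereduced with 400 uM NADPH (final) for 5 min at ~22 deg C, then incubated with compound 15 min before 400 uM selenite. A first-read NADPH fluorescence drop versus no-compound background flagged substrates.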
mIDH1 inhibitor: human IDH1 R132H inhibition; 390,000 tested, 0.093% active; IDH1-R132H enzyme, NADPH consumption, diaphorase/resazurin fluorescence; O75874; Potency, µM (titrated, usually from 76.6 µM), for the others: at the highest dose activity change, negative = inhibition, most hits filed as inhibitors; AID 602179; note: potency is the fitted concentration of half-maximal effect; % is set by controls: 0 for no effect and ±100 for the full control effect; nearly all actives have a fitted effect of over 65% in size
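IDH1-R132H (0.5 ug/mL) preincubated 30 min with compound, then NADPH (0.016 mM) and alpha-KG (2 mM) added; 80 min at RT, pH 7.5. Remaining NADPH coupled via diaphorase/resazurin to fluorescence (540/590 nm); concentration-response curves normalized to no-enzyme control.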
* = called active by the depositor; ? = inconclusive; . = no result given; & = joins results of further samples; [ ] = another dose, or the depositor's remark. Unless noted, calls come from the whole dose curve; as a rule, active = well fitted curve in the direction sought with a large enough effect; inconclusive = small, poorly fitted or top-dose-only effect, or another doubt; inactive = no such curve, though single readings can be large; an effect the other way counts as inactive or inconclusive.

SMILES	Vif-A3F inh	RXFP1 agonist	PI4K2A inh	Vif-APOBEC3G blk	Glioma ERSR ind	LDHA inh	USP1 inh	TrxR1 substrate	mIDH1 inhibitor
Nc1nc2n(n1)C(c1ccccc1Cl)CC(c1ccc(F)cc1)N2 (stereo not drawn)	-6%	0.1%	-1	0%	6%	1	-5%	2%[57.1 µM]	-6%
COCCn1c(SCC(=O)Nc2ccc3[nH]c(=O)[nH]c3c2)nc2ccccc21	-4%	.	9	-2%	-4%	8	?	5%	2%
O=S(=O)(c1ccc(Cl)s1)N1CCCc2cccc(O)c21	3%	1.5%	7	2%	0%	1	-31%	3%	13%
O=C(CCCOc1ccc(Cl)cc1)N1CCOCC1	1%	0.2%	4	-4%	0%	-5	-21%	7%[57.1 µM]	4%
O=[N+]([O-])c1ccc(O)c(C=Nc2cccc3ncccc23)c1	4%	-1.6%	-11	-6%	-1%	37	-7%	-17%	1%
CC(C)c1ccc(NC(=O)CSc2ncnc3c2sc2ccccc23)cc1	3%	?	0	-19%	-3%	2	-17%	-6%[57.1 µM]	12%
CCC1CN(C(=O)NCc2ccccc2)c2cc(C)ccc2O1 (stereo not drawn)	-8%&0%	3.7%&-0.1%	0&-2	-6%&1%	-7%&-2%	0&-3	-21%&9%	11%[57.1 µM]	2%&10%
O=C(/C=C/c1ccccc1Cl)N(Cc1ccc(Cl)cc1)C1CCS(=O)(=O)C1 (stereo not drawn)	-4%	-1.6%	0	-1%	-1%	-3	-23%	-7%	2%
CCOc1ccc(-n2c(=O)c3sccc3n(CC(=O)Nc3cccc(OC)c3)c2=O)cc1	-3%	6.4%	2	-2%	0%	-3	-22%	-3%	-7%
COC(=O)C1CCCCN1C(=O)c1cc(COc2cccc3cccnc23)on1 (stereo not drawn)	6%	0.2%	-4	-1%	-5%	0	-4%	-4%	-1%

Record cards, as listed above. Order of screens: Vif-A3F inh | RXFP1 agonist | PI4K2A inh | Vif-APOBEC3G blk | Glioma ERSR ind | LDHA inh | USP1 inh | TrxR1 substrate | mIDH1 inhibitor
Nc1nc2n(n1)C(c1ccccc1Cl)CC(c1ccc(F)cc1)N2 (stereo not drawn) reads -6% | 0.1% | -1 | 0% | 6% | 1 | -5% | 2%[57.1 µM] | -6%
O=C(/C=C/c1ccccc1Cl)N(Cc1ccc(Cl)cc1)C1CCS(=O)(=O)C1 (stereo not drawn) reads -4% | -1.6% | 0 | -1% | -1% | -3 | -23% | -7% | 2%
O=[N+]([O-])c1ccc(O)c(C=Nc2cccc3ncccc23)c1 reads 4% | -1.6% | -11 | -6% | -1% | 37 | -7% | -17% | 1%
COC(=O)C1CCCCN1C(=O)c1cc(COc2cccc3cccnc23)on1 (stereo not drawn) reads 6% | 0.2% | -4 | -1% | -5% | 0 | -4% | -4% | -1%

The listing continues.
SMILES	Vif-A3F inh	RXFP1 agonist	PI4K2A inh	Vif-APOBEC3G blk	Glioma ERSR ind	LDHA inh	USP1 inh	TrxR1 substrate	mIDH1 inhibitor
Cc1cc2c(nc1C)CCCN2C[C@@H](C)O/N=C1/[C@H]2CCn3c(=O)n(-c4ccccc4)c(=O)n3[C@H]2[C@H](O)[C@@H]2O[C@H]12	8%	0.4%	-5	0%	-6%	34	-17%	75%[activator]	-5%
Cc1ccc(C)c(NC(=S)NC(NC(=O)Cc2cccc3ccccc23)C(Cl)(Cl)Cl)c1 (stereo not drawn)	-5%	0.0%	-6	-21%	10%	-6	-15%	-2%	5%
COc1cccc(NC(=O)CCSc2nc(-c3ccco3)cc(C(F)(F)F)n2)c1	1%	0.4%	-4	3%	-3%	?	6%	-1%	-4%
CCc1nnc(NC(=O)c2cc([N+](=O)[O-])ccc2N2CCOCC2)s1	8%	5.3%	-1	1%	-3%	-7	-22%	-1%[57.1 µM]	6%
COc1cc(NC(=O)CN2CCN(CC(=O)Nc3ccc(F)cc3)CC2)cc(OC)c1	-3%	-1.9%	-2	-2%	-3%	-8	2%	1%[57.1 µM]	3%
CCn1ccnc1CN(C)C(=O)c1ccc2nc(Cc3ccc(OC)cc3)oc2c1	-5%	-0.3%	11	0%	-4%	-3	-17%	-2%[57.1 µM]	4%
O=C(Nc1ccc(NC(=O)c2ccc3c(c2)OCCO3)cc1)c1ccccc1	-4%	3.9%	-10	3%	0%	-8	-18%	5%	0%
CCOc1ccc(S(=O)(=O)N2CCN(c3ccccc3F)CC2)c2cccnc12	1%	2.7%	-4	1%	-2%	1	-1%	-6%	0%
O=C(NCCC1=CCCCC1)c1ccc2c(c1)N(Cc1ccccc1)C(=O)c1ccccc1S2=O (stereo not drawn)	7%	-0.3%	2	2%	-2%	-3	-7%	-13%	10%
NC(=O)C1CCCN(C(=O)c2cccc(NC(=O)c3cccs3)c2)C1 (stereo not drawn)	-7%	0.3%	1	-2%	-2%	-1	-6%	4%[57.1 µM]	0%
Cc1cc(OCC(=O)NCC(C)C)cc(C)c1Br	-7%	0.6%	1	1%	0%	-6	-10%	-4%	8%
CN(c1ccccc1)S(=O)(=O)c1cccc2ccccc12	-2%	-3.1%	4	1%	0%	-1	-20%	-6%	0%
Cc1ccc(C)c(N2CCN(C(=O)CCn3c(=S)[nH]c4cc5c(cc4c3=O)OCO5)CC2)c1	0%	1.5%	-7	1%	-2%	0	-24%	-2%	1%
COC(CNC(=O)c1cc(S(=O)(=O)N2CCc3ccccc32)ccc1F)OC	2%	1.1%	2	1%	-6%	-4	-21%	-6%	-13%
CN(C(=O)Nc1ccc(Cl)cc1Cl)C1CCCC1	1%	-0.6%	2	-4%	-5%	1	-14%	-1%	10%
O=C(NNC(=O)C1CCCC1)c1ccccc1F	5%	-1.8%	4	5%	4%	1	-21%	2%	1%
CC1(C(=O)NCc2ccc(Cl)cc2)CCN1C(=O)c1cccc(F)c1 (stereo not drawn)	.	.	-1	-2%	-3%	-9	.	.	.
CC1Cc2ccccc2N1C(=O)CSc1nnc(CNc2ccccc2)o1 (stereo not drawn)	-6%	0.2%	-1	2%	-5%	-2	-17%	3%	2%
O=C(COC(=O)CN1C(=O)C2CCCCC2C1=O)NC1CCS(=O)(=O)C1 (stereo not drawn)	1%	0.1%	-5	-1%	-4%	-9	-18%	-6%	-2%
Oc1c(C=C2N=c3ccccc3=N2)sc(=S)n1C1CCCC1	2%	-0.2%	1	-2%	1%	-3	-18%	0%	4%
CCc1ccccc1NC(=O)CNC(=O)CNC(=O)c1cccs1	2%	2.3%	1	0%	-3%	-9	-23%	0%	10%
COc1cc2cc(C)c(SCC(=O)N3CCOCC3)nc2cc1OC	1%	0.5%	-2	-1%	-2%	-2	?	7%	3%
CCN(CC(=O)NCc1cccs1)C(=O)Cc1ccc(Cl)c(Cl)c1	-11%	.	0	2%	-2%	-5	0%	-8%[2.29 µM]	0%
CCCCNC(=O)Nc1ccccc1Br	5%	2.1%	-3	-2%	3%	-2	-13%	-8%	1%
CC(C)CNc1cc(=O)n(C)c(=O)n1C	-20%	0.3%	0	2%	-4%	-2	2%	0%	-10%
Cc1cc(C(=O)COC(=O)c2ccc[nH]c2=O)c(C)n1-c1ccccc1F	8%	1.3%	-2	5%	-11%	1	-23%	0%	-2%
COCC(C)N1CCC(n2nccc2NC(=O)CCOc2ccccc2)CC1 (stereo not drawn)	6%	1.7%	-2	0%	-5%	0	-5%	-2%	0%
O=C(Nc1nc2c(F)cc(F)cc2s1)c1ccco1	-7%	2.5%	-4	-2%	-7%	-10	3%	-1%[57.1 µM]	-1%
N/C(=N\OC(=O)c1ccco1)c1ccccn1	2%	-1.1%	-16	3%	-2%	-4	-5%	5%	-6%
COC(=O)c1cc(-c2cccc(OC)c2)on1	-14%	0.6%	-3	2%	-4%	-4	-15%	2%	3%
C#CCOC(=O)CCCC(=O)NCCCCCCCC	-9%	0.3%	-1	-2%	2%	-1	3%	-7%	-8%
Cc1cc(C(=O)CCC(=O)NCC2COc3ccccc3O2)c(C)s1 (stereo not drawn)	1%	0.1%	0	-1%	-3%	-3	-20%	2%	2%
O=C(c1ccc2c(=O)n3c(nc2c1)CCC3)N1CCN(S(=O)(=O)c2cccc(F)c2)CC1	2%	4.5%	-1	0%	-4%	1	-2%	2%[57.1 µM]	-2%
CC(C)NC(=O)c1cc(-c2ccco2)on1	-9%	1.5%	0	0%	3%	-2	-4%	1%	4%
COc1ccc(N2CCN(S(=O)(=O)c3ccc4c(c3)OCCO4)CC2)cc1	-16%	-2.1%	9	-3%	-2%	0	-11%	11%[57.1 µM]	7%
Cc1ccc([C@@H]2[C@@H]3C(=O)N(c4ccccc4)C(=O)[C@@H]3[C@]3(C)C(=O)N(Cc4ccccc4)CC(=O)N23)o1	-3%	-1.6%	0	0%	-3%	-9	19%	-4%	5%
COc1cccc(C(=O)NCCS(=O)(=O)NCc2cccnc2)c1	-27%	-0.8%	-5	-3%	-6%	-6	-5%	-1%	3%
COc1cc(/C=N/N(C)C)ccc1OC(=O)c1ccco1	8%	1.0%	7	-3%	2%	1	-26%	-19%[57.1 µM]	8%
Cc1cccc(N2CC34C=CC(O3)C(C(=O)O)C4C2=O)c1 (stereo not drawn)	-2%	1.4%	0	3%	-4%	-6	-5%	8%	-4%
COc1ccccc1NC(=O)CCN1C(=O)c2ccccc2C1=O	1%	5.2%	-1	-1%	-1%	-1	0%	9%[57.1 µM]	3%

Screening results deposited in PubChem by National Center for Advancing Translational Sciences (NCATS).

This is a subset, so the mix of outcomes need not match the whole.
